NCF1 inh = p47phox (human) inhibition; P14598; p47phox/p22phox peptide binding, fluorescence polarization, 2 h; inhibition, % at 24.7 µM; actives 0.53% (n = 220,000); AID 1274;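 active = inhibition above about 30%, limit read from the data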;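 note: 0% = p47phox with labelled peptide and 100% = labelled peptide alone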
PPC-1+TRAIL kill = compounds killing PPC-1 cancer cells with TRAIL present (potentiator screen, no TRAIL-free arm); PPC-1 cells + TRAIL, ATPLite viability luminescence; cell killing (% activity), % at 4 µM; actives 0.41% (n = 220,000); AID 1443;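 active = cell killing above 50% in the first pass at 4 µM, then a duplicate retest at 5 µM averaging 50% or more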;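 note: plate controls were cells with TRAIL plus DMSO for no effect and medium-only wells lacking cells for full effect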
Ba/F3 V617F tox = reduce viability of Ba/F3 cells dependent on JAK2V617F | actives 1.1% (n = 220,000) | Ba/F3 EpoR-JAK2V617F viability, ATP luminescence | inhibition, % at 5.6 µM | AID 1446;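 active = inhibition above the campaign mean plus 3 SD over all tested compounds, cut at about 24% in these data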;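 note: cytokine-independent growth of Ba/F3 cells driven by EpoR plus mutant JAK2; 0% = DMSO-treated cells and 100% = JAK inhibitor I control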
BaF3 tox = reduces parental Ba/F3 cell viability, JAK2V617F counter-screen; CellTiter-Glo ATP luminescence; inhibition, % at 5.6 µM; actives 1.1% (n = 220,000); AID 1486;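 active = inhibition above a per-campaign cutoff, the mean inhibition of all tested compounds plus 3 SD, cut at about 27% in these data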;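 note: 0% = DMSO wells and 100% = JAK Inhibitor I control wells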
TbHK1 inh = blocks Trypanosoma brucei hexokinase 1 activity | actives 0.11% (n = 220,000) | inhibition, % at 10 µM | recombinant TbHK1, G6PDH-coupled NADH A340;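 active = inhibition of 50% or more in the single-dose primary screen; inactive = inhibition below 50%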
RBBP9 inhibitor = inhibitors of human serine hydrolase RBBP9. inhibition, % at 7.94 µM. AID 1515. O75884. recombinant RBBP9, FP-Rh probe fluorescence polarization. actives 0.2% (n = 220,000);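 active = inhibition above the campaign mean of all tested compounds plus 3 SD, cut at about 14% in these data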;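 note: plate controls were DMSO wells with RBBP9 for no effect and wells lacking RBBP9 protein for full effect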
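Measured by – fluorescence polarization · Test system – RBBP9 protein · Input – 2.5 µM RBBP9 dispensing solution, before mixing · Measure – percent inhibition from mP, scaled between DMSO and no-protein wells · Benchmarks – DMSO-treated enzyme wells and wells lacking RBBP9 · Times – preincubation 30 min plus labeling 45 min at 25 °C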
p97 ATPase inh = blocks human p97 ATPase activity. P55072. recombinant p97 ATPase, Kinase-Glo ATP luminescence, 3 h. inhibition, % at 8 µM. actives 0.42% (n = 220,000). AID 1481; in the data active = inhibition above about 15%;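 note: 0% = DMSO vehicle and 100% = wells lacking enzyme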
Target sequence (P55072 whole entry, looked up): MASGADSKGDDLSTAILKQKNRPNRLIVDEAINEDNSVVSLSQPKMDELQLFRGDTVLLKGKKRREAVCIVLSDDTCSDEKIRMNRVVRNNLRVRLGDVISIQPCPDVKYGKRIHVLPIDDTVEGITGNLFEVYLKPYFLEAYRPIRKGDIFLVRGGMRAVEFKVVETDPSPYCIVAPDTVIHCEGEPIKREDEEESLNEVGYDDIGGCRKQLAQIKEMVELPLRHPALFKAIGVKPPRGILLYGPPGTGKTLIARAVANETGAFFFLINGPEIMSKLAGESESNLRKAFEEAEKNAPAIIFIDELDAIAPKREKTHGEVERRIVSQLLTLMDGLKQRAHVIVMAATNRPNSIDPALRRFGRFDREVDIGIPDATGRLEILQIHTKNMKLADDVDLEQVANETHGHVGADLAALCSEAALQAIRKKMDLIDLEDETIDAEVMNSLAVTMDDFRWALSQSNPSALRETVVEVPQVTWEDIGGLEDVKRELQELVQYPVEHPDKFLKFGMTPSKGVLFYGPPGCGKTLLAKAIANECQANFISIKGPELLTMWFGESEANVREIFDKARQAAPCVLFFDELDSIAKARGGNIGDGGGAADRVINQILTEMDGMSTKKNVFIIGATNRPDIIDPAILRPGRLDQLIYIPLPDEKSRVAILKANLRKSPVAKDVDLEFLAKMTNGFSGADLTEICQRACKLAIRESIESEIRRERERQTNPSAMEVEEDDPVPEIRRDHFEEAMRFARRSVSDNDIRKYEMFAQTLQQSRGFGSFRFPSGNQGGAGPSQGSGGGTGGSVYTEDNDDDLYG
EP2 antag = EP2 receptor (human) inhibition; P43116; C6 glioma cells expressing human EP2, cAMP TR-FRET; cells stimulated with saturating PGE2; inhibition, % at 25 µM; actives 0.52% (n = 260,000);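 active = percent inhibition above 40 after rounding to a whole number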;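 note: rat C6 glioma host cells with rolipram phosphodiesterase inhibitor present; the protocol text gives 20 µM as final concentration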
Furin inh = human furin inhibition | P09958 | purified furin, fluorogenic substrate cleavage | inhibition, % at 30 µM | actives 0.061% (n = 220,000) | AID 463115; in the data active = inhibition above about 25%; note: inactives centre near -15
An asterisk follows results filed as active; . = not tested or not shown; & = joins results of further samples; [ ] = remark or other dose. Only part of the results is shown; the hit share may differ from the screen's.

Values in the order: NCF1 inh	PPC-1+TRAIL kill	Ba/F3 V617F tox	BaF3 tox	TbHK1 inh	RBBP9 inhibitor	p97 ATPase inh	EP2 antag	Furin inh
N=C(c1ccc([N+](=O)[O-])cc1)N1CCCCCC1
  -10	8	2	5	-5	-3	1	10	-21
O=c1ccc(Cl)n[nH]1
  2	1	0	0	-1	-5	0	1	-25
CC(Nc1nc(-c2ccccc2O)nc2ccccc12)c1ccccc1 (stereo unspecified)
  -7	9	-2	4	-5	-16	3	6	-25
O=C(c1ccccc1Oc1ccccc1)N1CCN(c2ccc(F)cc2)CC1
  -11	19	-1	8	-4	-4	-2	19	-14
O=C(O)c1ccc(COc2ccccc2C=C2C(=O)c3ccccc3C2=O)cc1
  -11	-10	-3	3	-4	-2	10	5	-24
N#Cc1cccnc1Oc1ccccc1
  -4	18	-2	-1	1	-4	6	12	-11
O=C(NCCc1c[nH]c2ccccc12)C(F)(F)C(F)F
  -2	21	-2	0	-5	-8	-3	11	-15
Cc1ccc(-c2csc(Nc3ccc(S(N)(=O)=O)cc3)n2)o1
  -20	4	6	9	-6	-22	3	8	-22
COCCCNC(=O)CCc1c(C)nc2c(-c3ccc(F)cc3)c(C)nn2c1C
  -2	6	0	6	-15	-7	-2	10	-11
N#Cc1ccc(-c2ccc(OCC(=O)NCCCN3CCCC3=O)cc2)cc1
  -7	-12	0	0	-10	-9	1	8	-25
COc1cc(/C=N/NC(=O)C(=O)Nc2ccccn2)ccc1O
  4	9	4	3	-28	-14	-9	6	-1
O=C(Cn1ncc2c(=O)oc3ccccc3c21)N(Cc1ccco1)C1CCCCC1
  -4	8	-1	6	-1	3	3	16	-18
Cn1nnnc1SCC1=C(C(=O)O)N2C(=O)[C@@H](NC(=O)[C@H](O)c3ccccc3)[C@H]2SC1
  -16	27	0	4	18	-5	9	13	-12
COc1ccc(/C=C2\SC(=S)N(CC(=O)OCC(=O)Nc3ccc(C)cc3Cl)C2=O)cc1
  .	4	2	11	-6	2	0	2	-31
CC(=O)NC1(NC(C)=O)CCN(C)C(c2ccccc2)C1C (stereo unspecified)
  -2	11	-3	0	4	-3	6	10	-27
CN(CCO)S(=O)(=O)c1ccc2c(c1)C(=NNC(N)=O)c1cc(S(=O)(=O)N(C)CCO)ccc1-2
  -12	6	-1	-3	-35	-6	7	12	-6
Cc1csc(NC(=O)c2cc(-c3ccco3)nc3ccccc23)n1
  -5	7	-1	3	-3	-10	10	15	-16
O=C(N/N=C/c1cccnc1)c1cccs1
  0	9	-8	-1	-23	-3	5	6	-13
CCN(CC(=O)Nc1cc(C)c(Cl)cc1OC)CC(=O)NC1CCS(=O)(=O)C1 (stereo unspecified)
  -2	9	3	2	9	-10	-6	4	1
C#CCOCCOCCOCCNc1nc(N2CCN(C(=O)[C@H](Cc3ccc(O)cc3)n3cc([C@@H](N)C(C)CC)nn3)CC2)nc(N2CCN(C(=O)[C@H](CCCCN)n3cc([C@@H](N)CC(C)C)nn3)CC2)n1 (stereo partly specified)
  .	-5	0	-4	8	5	6	.	-23

Part of the list above, showing only EP2 antag and PPC-1+TRAIL kill.
Structure	EP2 antag	PPC-1+TRAIL kill
COc1ccc(/C=C2\SC(=S)N(CC(=O)OCC(=O)Nc3ccc(C)cc3Cl)C2=O)cc1	2	4
COCCCNC(=O)CCc1c(C)nc2c(-c3ccc(F)cc3)c(C)nn2c1C	10	6
Cn1nnnc1SCC1=C(C(=O)O)N2C(=O)[C@@H](NC(=O)[C@H](O)c3ccccc3)[C@H]2SC1	13	27
CN(CCO)S(=O)(=O)c1ccc2c(c1)C(=NNC(N)=O)c1cc(S(=O)(=O)N(C)CCO)ccc1-2	12	6
N=C(c1ccc([N+](=O)[O-])cc1)N1CCCCCC1	10	8

Next compounds.
Values in the order: NCF1 inh	PPC-1+TRAIL kill	Ba/F3 V617F tox	BaF3 tox	TbHK1 inh	RBBP9 inhibitor	p97 ATPase inh	EP2 antag	Furin inh
Cc1ccc(S(=O)(=O)N2CC=C(C(=O)NCc3ccccc3)CC2)cc1
  -12	1	-3	8	-7	-6	-1	16	-17
CC(=O)NCCOc1nc(N(C)C)nc(N2CCOCC2)n1
  -3	1	-4	0	-2	-7	3	9	-14
COc1cc(C)c(S(=O)(=O)N2CCOCC2)c(C)c1C
  -6	10	-3	5	0	-4	4	10&5	-15
Cc1cc(C)c2cc3c(N)c(C(=O)N4CCOCC4)sc3nc2c1
  .	12	1	2	-16	-2	-1	3	-25
CC(C)Nc1oc(-c2cccc3ccccc23)nc1C#N
  -5	8	-2	9	-3	-5	-1	9	-25
CCCNc1nc(C)cc(-c2cc(-c3ccccc3)on2)n1
  -12	-6	.	.	4	.	.	28	-28
COc1cc(-c2cc(-c3ccc(O)cc3)nc(N)c2C#N)ccc1O
  -21	.	-3	-6	-25	-12	13	32&18	1
COc1ccc(Cl)cc1Nc1nc(-c2sc(NC(=O)c3ccco3)nc2C)cs1
  -43	8	5	6	-20	-11	-1	17	-6[20 µM]
CC1CCN(C(=O)C(Cc2ccccc2)n2cccc2)CC1 (stereo unspecified)
  7	-1	-3	6	1	-5	0	11	-26
Cn1c(C(=O)N2CCN(Cc3ccc4c(c3)OCO4)CC2)cc2c(=O)n(C)c3ccccc3c21
  5	-8	5	7	-14	-1	-5	5	-20
COC(=O)C1=C(Nc2ccccc2NC(=O)c2ccccc2C(=O)O)CSC1
  -7	24	0	5	-14	-2	1	5	-19
O=C(Nc1ccc(N2CCOCC2)cc1N1CCOCC1)c1ccco1
  -10	4	5	7	-5	2	-4	7	-3[20 µM]
CCc1cc2cc(C)cc(C)c2nc1SCC(=O)N1CCCC1
  -13	1	-1	-1	0	-2	0	9	-9[20 µM]
O=[N+]([O-])c1ccc(N2CCCC2)cc1NC1CC1
  4	-17	5	6	-1	-7	-8	0	-1
Cc1cccc(C(=O)NC(=S)N2CCN(C)CC2)c1
  -15	14	1	5	-2	-4	0	18	-14[20 µM]
Cc1ccc(NCC(O)C(O)C(O)CO)c(N=Nc2ccccc2)c1C (stereo unspecified)
  7	19	7	-6	-37	4	-7	0	4
Cc1c(Br)c([N+](=O)[O-])nn1CC(=O)NCc1ccccc1
  -5	14	1	2	-2	-3	1	8	-11
COC1CCN(C(=O)c2ccc(OC3CCN(CCc4ccccc4)CC3)cc2)CC1
  -11	.	-1	6	5	-7	1	7	-21
O=C(c1ccccc1Sc1c(Cl)cccc1[N+](=O)[O-])N1CCOCC1
  -12	49	-3	2	4	-6	6	8	-19
Cc1ccc(-c2cc(C(=O)O)n[nH]2)o1
  8	-4	-3	-1	-3	2	2	2	-18[20 µM]
O=C1Nc2ccccc2C1(O)c1ccccc1 (stereo unspecified)
  2	8	3	0	3	-9	-4	2	-17
CCOc1ccc(-n2cc(C(=O)Nc3cccc(OC)c3)c3cc(OC)c(OC)cc3c2=O)cc1
  -14	-11	4	4	-12	-17	-4	13	-17[20 µM]
Cc1ccc(NC(=O)CS(=O)CC(=O)NC(C)CCc2ccco2)cc1Cl (stereo unspecified)
  -11	8	-6	3	-2	1	-1	6	-2[20 µM]
O=C1CCC(=O)N1CCc1c[nH]c2ccccc12
  -9	23	0	5	3	1	5	10	-4[20 µM]
O=C(NCCOc1nc(N2CCOCC2)nc(N2CCOCC2)n1)Nc1ccccc1
  -8	23	2	6	-2	-2	1	9	-27[20 µM]
CCOc1cc2[nH]c(=S)n(CC3CCCN3CC)c(=O)c2cc1OCC (stereo unspecified)
  -11	-6	2	9	-16	-9	-4	11	-18
Cc1cccc(N2C(=O)CC(SC(N)=Nc3ccccc3)C2=O)c1 (stereo unspecified)
  3	-11	-3	2	-2	-4	0	5	-8
COc1ccc(S(=O)(=O)CCC(=O)NCCc2cccc(C)c2)cc1
  -1	-4	2	2	-5	-4	-4	7	-3[20 µM]

3 compounds already listed, ordered by the number in p97 ATPase inh, ascending.
mol	NCF1 inh	TbHK1 inh	RBBP9 inhibitor	p97 ATPase inh	Furin inh
Cc1ccc(NC(=O)CS(=O)CC(=O)NC(C)CCc2ccco2)cc1Cl (stereo unspecified)	-11	-2	1	-1	-2[20 µM]
Cc1cccc(N2C(=O)CC(SC(N)=Nc3ccccc3)C2=O)c1 (stereo unspecified)	3	-2	-4	0	-8
O=C1CCC(=O)N1CCc1c[nH]c2ccccc12	-9	3	1	5	-4[20 µM]

Source: PubChem BioAssay
